BaF3 tox = reduces parental Ba/F3 cell viability, JAK2V617F counter-screen | inhibition, % at 5.6 µM | AID 1486 | CellTiter-Glo ATP luminescence | 220,000 compounds, 1.1% hits;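 active = inhibition above a per-campaign cutoff, the mean inhibition of all tested compounds plus 3 SD, cut at about 27% in these data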;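 note: 0% = DMSO wells and 100% = JAK Inhibitor I control wells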
Calpain2 inh = blocks pig calpain II enzyme activity | purified calpain II, fluorogenic peptide substrate, 30 min | inhibition, % at 16 µM | 220,000 compounds, 0.37% hits | AID 1236;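 active = inhibition above about 50%, limit read from the data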
TRPML3 agonist = activates the human TRPML3 channel | Q8TDD5 | HEK293 TRPML3-YFP, Fluo-8 calcium fluorescence; 100% = the carbachol control signal | activation, % at 3 µM | 220,000 compounds, 0.29% hits | AID 1448;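 active = activation above its plate's cutoff, the mean activation of the plate's test wells plus 3 SD, cut at about 12% in these data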;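 note: 0% = DMSO only wells and 100% = carbachol wells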
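Test system: TRPML3-YFP stable HEK293 cells. Doses: single point at 3 µM. Incubation: dye loading 1 h 37 °C then 30 min ambient, 125 s read. Signal: Fluo-8 calcium dye fluorescence, ex 470-495, em 515-575 nm. Measure: percent activation from peak-to-basal fluorescence ratio, scaled between DMSO and carbachol.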
zfTRPN1 agonist = zebrafish TRPN1 (NompC) channel agonism; 220,000 compounds, 0.18% hits; HEK293 zebrafish TRPN1-YFP, Fluo-8 calcium fluorescence; 100% = response to 87 µM carbachol; AID 1424; activation, % at 3 µM;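 active = activation above its plate's cutoff, the mean activation of test wells on that plate plus 3 SD, cut at about 19% in these data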;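 note: 0% = DMSO alone and 100% = 87 µM carbachol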
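Material: zebrafish TRPN1-YFP in HEK293 cells; Doses: single test compound dose, 3 µM nominal, 0.3% DMSO; Timing: dye loading 1 h at 37 °C, then 30 min room temperature; Technique: intracellular calcium fluorescence with Fluo-8; Benchmarks: high carbachol 87 µM, low DMSO alone.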
S1P4 antag = blocks the human S1P4 receptor | 220,000 compounds, 0.26% hits | O95977 | inhibition, % at 4.98 µM | S1P4-expressing cells, antagonist mode, reporter read-out; in the data active = inhibition above about 29%;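 note: 0% = wells stimulated with agonist and 100% = vehicle wells without agonist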
Target sequence (O95977 whole entry, looked up): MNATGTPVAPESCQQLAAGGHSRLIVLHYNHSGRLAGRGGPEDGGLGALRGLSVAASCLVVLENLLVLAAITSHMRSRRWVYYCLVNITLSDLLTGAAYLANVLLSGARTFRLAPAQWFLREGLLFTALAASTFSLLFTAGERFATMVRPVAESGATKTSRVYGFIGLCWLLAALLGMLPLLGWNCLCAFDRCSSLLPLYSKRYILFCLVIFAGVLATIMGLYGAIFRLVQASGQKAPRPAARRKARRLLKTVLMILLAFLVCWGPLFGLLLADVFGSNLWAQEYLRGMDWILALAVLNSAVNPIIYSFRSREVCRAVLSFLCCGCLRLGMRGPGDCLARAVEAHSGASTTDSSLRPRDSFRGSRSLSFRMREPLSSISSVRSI
EP2 mod = EP2 receptor (human) modulation | EP2-expressing cells, cAMP HTRF FRET, PGE2 co-stimulation | P43116 | 260,000 compounds, 0.83% hits | induction, % at 25 µM;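 active = compounds whose cAMP rise, as percent of the full-agonist control response, exceeds 60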;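 note: rat C6 glioma line stably carrying human EP2 under a CMV promoter; the protocol text gives 20 µM as final concentration; 100% = response of wells given 1 µM PGE2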
Target sequence (P43116 whole entry, looked up): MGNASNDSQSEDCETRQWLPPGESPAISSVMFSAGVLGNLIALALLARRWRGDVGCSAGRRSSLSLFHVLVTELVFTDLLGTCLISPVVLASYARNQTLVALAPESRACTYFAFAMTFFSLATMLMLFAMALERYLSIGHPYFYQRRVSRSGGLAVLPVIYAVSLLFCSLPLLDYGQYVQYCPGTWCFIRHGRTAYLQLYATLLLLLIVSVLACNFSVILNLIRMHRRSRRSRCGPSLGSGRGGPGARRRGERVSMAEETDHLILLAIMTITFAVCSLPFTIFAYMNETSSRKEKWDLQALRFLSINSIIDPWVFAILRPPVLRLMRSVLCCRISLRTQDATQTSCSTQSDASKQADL
PERK inh = human PERK inhibition, primary cell-based screen; CHO PERK-DD fusion, SEAP luminescence translation reporter; inhibition, % at 5.6 µM; Q9NZJ5; 220,000 compounds, 0.17% hits;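 active = inhibition above the mean inhibition of all tested compounds plus 3 SD, set separately per screening campaign, cut at about 2.9% in these data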;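 note: PERK kinase domain activated by AP20187 dimerizer at 100 nM; 0% = DMSO with dimerizer and 100% = rapamycin at 8.4 µM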
S1P4 ag = activates the human S1P4 receptor; O95977; S1P4-expressing cell line, agonist reporter assay; activation, % at 4.98 µM; 220,000 compounds, 0.35% hits; in the data active = activation above about 11%;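 note: 0% = DMSO vehicle and 100% = reference agonist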
Ba/F3 V617F tox = reduce viability of Ba/F3 cells dependent on JAK2V617F; Ba/F3 EpoR-JAK2V617F viability, ATP luminescence; 220,000 compounds, 1.1% hits; inhibition, % at 5.6 µM; AID 1446;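 active = inhibition above the campaign mean plus 3 SD over all tested compounds, cut at about 24% in these data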;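 note: cytokine-independent growth of Ba/F3 cells driven by EpoR plus mutant JAK2; 0% = DMSO-treated cells and 100% = JAK inhibitor I control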
Numbers without * were called inactive; / = not tested or not shown; & = joins results of further samples.

SMILES	BaF3 tox	Calpain2 inh	TRPML3 agonist	zfTRPN1 agonist	S1P4 antag	EP2 mod	PERK inh	S1P4 ag	Ba/F3 V617F tox
COc1cccc2cc(C(=O)N(Cc3cccs3)CC3CCCO3)c(=O)oc12 (centres undefined)	4.3	-28.3	0.6	0.6	-4.2	-22.1&-12.8	0.8	-0.2	-1.2
CN1CCc2nc(NC(=O)c3cccc(OC(F)F)c3)sc2C1	-1.1	-45.6	0.1	0.4	3.8	10.3	0.5	-3.1	-1.6
O=C1NCCCc2nc(Oc3ccccc3)sc21	-0.1	-7.0	0.5	0.4	7.2	-7.6	1.1	1.1	0.5
Cc1sc2nc(SCC(=O)NCc3ccco3)n(CCc3ccccc3)c(=O)c2c1C	3.2	-23.2	-0.2	-0.8	-28.0	30.2	-0.8	-2.2	-4.3
COc1ccc(CN2CCN(c3cccc(C)c3C)CC2)cc1OC	0.9	-15.1	-0.5	-1.2	12.3	29.9	-1.3	2.1	10.1
Cc1ccc(S(=O)(=O)N(C)C)cc1NC(=S)Nc1ccc2[nH]c(=O)[nH]c2c1	6.6	-14.0	0.9	1.5	-6.9	16.6	0.2	1.5	-1.7
CCOC(=O)CSC1=C(C#N)C(c2ccc(Cl)cc2)CC(=O)N1 (centres undefined)	7.4	0.9	-0.1	0.3	-16.5	-17.0	-0.1	-0.8	1.9
Cc1ccc(OCCCC(=O)N2CCOCC2)cc1	-2.2	-14.3	0.1	0.1	-1.1	6.3	0.7	-0.2	-2.3
COc1ccccc1CNC(=O)Nc1cccs1	10.2	17.7	0.6	0.6	-27.7	10.8	-0.1	-0.5	2.0
COc1ccc(-c2csc(NC(=O)COC(=O)c3ccc(Br)o3)n2)cc1	0.2	-19.7	0.1	0.3	-14.8	2.5	0.8	-1.2	-2.5
CN1C(=O)C(O)(c2nnc(-c3ccccc3)o2)c2ccccc21 (centres undefined)	-1.8	-29.0	0.7	0.7	-9.9	-30.1	0.3	0.7	-5.2
CCOC(=O)c1cc(-c2ccc(N3CCOCC3)cc2)nn1-c1ccccc1	6.2	1.4	-0.8	0.0	-6.2	30.9	-0.8	-1.6	1.2
O=C(C1CCN(S(=O)(=O)c2ccc3ccccc3c2)CC1)N1CCN(c2ncccn2)CC1	3.0	2.6	1.6	2.2	-1.8	-34.4	-1.0	1.7	0.4
COc1ccc(NC(=O)COc2ccc(C)cc2)c([N+](=O)[O-])c1	5.3	-31.3	0.3	1.7	-8.3	-4.8	1.3	2.3	-2.4
CCOC(=O)c1ccc(NC(=O)CCn2nnc3ccccc32)cc1	3.5	-8.1	0.3	0.4	-1.1	-9.3	-0.1	-1.1	1.0
Cc1cc(C)nc(SCC(=O)N/N=C/C=C/c2ccccc2)n1	4.8	-14.5	0.7	0.3	-16.8	-16.5	0.0	4.5	0.5
N/C(=N\OC(=O)COc1ccccc1Cl)c1ccc(Cl)cc1	-0.5	19.9	0.5	-0.5	-17.0	7.2	0.5	2.8	-3.7
Cc1ccc(S(=O)(=O)N(CC(=O)N/N=C\c2cccs2)c2cccc3cccnc23)cc1	-1.4	-6.4	-0.3	-0.4	-1.3	-39.2	0.4	-0.3	-3.2
Cc1ccc(NS(=O)(=O)c2ccc(OCC(N)=O)cc2)cc1	2.0	-2.6	0.9	-1.0	-3.9	8.0	2.4	-2.4	-4.5
COc1ccc(NC(=O)CSc2nc(C)cc(C)n2)c([N+](=O)[O-])c1	2.7	-22.2	0.2	0.0	-3.4	-6.7	-0.1	1.0	1.0
Cc1[nH]n(-c2ccccc2)c(=O)c1/C=N/NC(=O)C(C)C	9.6	-22.3	1.1	0.2	2.5	1.7	0.4	0.3	5.7
CC(=O)N=c1sc(S(N)(=O)=O)nn1C	9.0	22.0	0.7	-1.7	-14.3	20.5&17.7	1.7	1.7	-1.0
CC(C)OP(C)(=O)CN1CCN(CP(C)(=O)OC(C)C)CC1 (centres undefined)	-0.5	-11.3	1.3	-0.1	-3.6	11.0	0.3	1.0	0.4
COc1ccccc1NC1C=CS(=O)(=O)C1 (centres undefined)	5.2	-16.8	-0.7	0.0	11.1	23.6	0.1	1.4	-0.1
O=C(Nc1ccc(-n2cnnn2)cc1)C1CCCCC1	3.0	-9.7	0.9	0.5	2.5	12.2	0.7	-6.5	-0.6
Further structures.
SMILES	BaF3 tox	Calpain2 inh	TRPML3 agonist	zfTRPN1 agonist	S1P4 antag	EP2 mod	PERK inh	S1P4 ag	Ba/F3 V617F tox
Cc1cc(C)nc(SCc2nnc(SCC(=O)Nc3nc(-c4ccccc4)cs3)n2-c2ccccc2)n1	0.8	-260.0	0.0	-0.8	-1.5	7.3	0.1	2.4	-3.4
Cc1ccc(Oc2ncccc2C(=O)NCC(=O)O)cc1	0.2	-1.9	0.6	0.3	8.6	-5.1	1.2	3.1	-1.9
CN(C)S(=O)(=O)c1cccc(NC(=O)NCCCl)c1	-1.2	5.4	0.4	1.5	-2.1	5.8	0.0	0.7	-0.9
CC(Sc1ccc(Cl)cc1)C(=O)NCc1ccc2c(c1)OCO2 (centres undefined)	4.9	2.9	-0.3	-1.1	1.4	-56.8&-25.3	-0.9	-0.3	2.0
CCNc1ccc(C(=O)OCC)cc1NC(=O)c1cccc(S(=O)(=O)N2CCOCC2)c1	2.9	-0.1	-0.1	-0.3	6.5	-3.6	-0.7	0.6	3.0
Cc1cc(C)c(NC(=O)/C=C\C(=O)O)c(Cl)c1	2.1	-2.3	1.0	-1.3	-17.0	20.7	1.2	0.3	1.0
Cc1ccc(S(=O)(=O)Oc2ccc(C)cc2/C=N/N=C2\NC(=O)C(C)S2)cc1 (centres undefined)	7.0	-26.1	-0.2	-1.5	-2.2	14.6	-0.3	-1.2	2.2
CC1(C)C2CCC1(C)C(OC(=O)CNc1ccccc1)C2 (centres undefined)	1.1	35.2	1.0	1.1	11.6	-34.0	0.7	-0.6	-3.4
N#Cc1nc(-c2ccc(F)cc2)oc1NCCN1CCOCC1	1.2	-164.4	-0.9	1.2	-1.1	-0.3	0.4	-0.6	-1.3
O=C(NCc1ccccn1)C1CC(c2ccccc2O)=NO1 (centres undefined)	0.8	-7.5	0.8	2.0	7.6	-24.6&3.0	0.1	-2.5	-4.2
N#Cc1nc(COc2ccc(-c3ccccc3)cc2)oc1NCc1cccnc1	6.2	15.0	0.9	-0.6	7.0	-2.2	-0.9	0.2	2.1
CCOC(=O)c1cc2c(=O)n3ccccc3nc2n(C(C)C)c1=NC(=O)c1c(-c2c(F)cccc2Cl)noc1C	4.3	-109.7	0.5	0.3	-10.3	0.1	-1.2	2.2	6.0
Cc1[nH]c2ccccc2c1C(=O)COC(=O)C1CC(=O)N(Cc2ccco2)C1 (centres undefined)	11.1	-49.4	0.1	3.5	-11.6	-33.4	-0.4	0.8	-2.9
CCOC(=O)C1=C(C)N2C(=C(C#N)[C@@H]1c1ccc(C(=O)OC)cc1)SC[C@@]2(O)C(C)(C)C	3.1	-18.8	0.2	0.0	11.2	25.4	-0.5	-1.5	-0.2
COC(=O)c1c(NS(=O)(=O)Cc2ccccc2)sc2c1CCCC2	9.9	1.6	0.2	-1.0	-6.6	-5.3	-0.1	-1.6	3.0
CC(=O)Nc1ccc(C(=O)N/N=C/c2ccccc2OC(=O)c2ccc(Cl)cc2)cc1	2.9	19.8	0.2	1.6	0.0	-34.8	0.7	0.1	0.0
COc1ccc(OC)c(NC(=O)Nc2nnc(N3CCCCC3C)s2)c1 (centres undefined)	-1.8	15.7	-0.5	-0.7	-10.6	-20.6	-2.2	-1.6	-0.3
Cc1onc(-c2ccccc2)c1CNC(=O)Nc1ccc(F)cc1F	3.2	25.2	-0.9	-0.7	-6.9	-36.4	-1.9	-2.1	3.2
COc1ccc(CC(=O)NNC(=S)NC(=O)c2cccnc2)cc1	5.2	3.6	1.1	-0.7	4.1	37.4	1.6	-0.3	-5.1
C=CCOc1ccc(C2NC(=S)NC3=C2CCc2ccccc23)cc1 (centres undefined)	-0.9	-15.7	0.7	-0.1	-3.9	-19.3	1.2	-1.8	-3.6
O=C(CSc1nnc(C2CCCCC2)o1)N1CCCCC1	1.4	10.5	0.5	0.4	0.2	8.0	-0.8	0.4	-2.5
C/C(=N\NC(=O)C1CC1c1ccccc1)c1cccc([N+](=O)[O-])c1 (centres undefined)	-1.7	21.6	-0.5	-0.1	-30.1	19.9	0.4	0.9	-4.1
O=C(Cc1cccs1)N(c1ccccc1)C1C=CS(=O)(=O)C1 (centres undefined)	-3.2	1.9	0.5	-0.5	-26.5	22.7	0.7	0.8	-0.6
O=c1cc(CSc2nnnn2-c2ccccc2)nc2scc(-c3ccccc3)n12	10.3	-14.3	-0.5	0.7	-12.0	3.9	-1.1	0.0	1.2
O=C(Nc1cccc(F)c1)C1CCN(c2nnnn2-c2ccccc2)CC1	2.6	-54.7	0.2	2.1	3.3	-9.7	-0.7	-2.3	-0.3
Continuation:
SMILES	BaF3 tox	Calpain2 inh	TRPML3 agonist	zfTRPN1 agonist	S1P4 antag	EP2 mod	PERK inh	S1P4 ag	Ba/F3 V617F tox
c1ccc2c(CNCCN3CCOCC3)cccc2c1	3.8	-7.2	0.6	1.4	-0.3	25.3	0.3	-1.4	-1.1
O=C1c2ccccc2C2(c3ccccc3)NCCN12 (centres undefined)	5.9	-1.1	0.4	-0.2	-9.1	7.0	0.8	-0.7	-0.2
COc1ccc(N(CC(=O)NCCSc2ccccc2)S(C)(=O)=O)cc1	4.5	-5.1	0.4	-1.8	5.1	-8.2	0.0	1.2	-1.0
CC1(C)Cc2c(cnn2-c2ccccc2)C(=O)/C1=N\NC(=O)c1ccncc1	5.7	/	1.0	0.0	-4.7	/	-0.9	1.3	-0.4
Nc1nc(Cl)cc(Oc2ccc(Cl)cc2)n1	4.9	-12.5	-0.9	-1.2	-3.9	-4.0	0.3	-0.3	-2.1
CCCOC(=O)c1cc(=O)[nH]c2ccccc12	97.4*	-217.7	0.1	-1.6	4.4	8.4	0.7	1.6	1.6
CCOC(=O)N1CCN(Cc2oc(CO)cc(=O)c2O)CC1	-0.4	-11.5	0.6	0.9	4.0	1.1	1.0	0.7	-1.0
c1csc(CNc2ncnc3sccc23)c1	36.3*	/	2.6	8.5	-17.3	/	0.5	-0.9	33.6*
OCCNc1nc2ccccc2nc1NCCO	-0.7	-125.0	1.0	1.5	2.6	-1.3	0.6	1.5	-1.8
O=C(NCc1ccccn1)c1nc(-c2ccc(C(F)(F)F)cc2)no1	-0.3	3.7	1.0	-2.1	10.7	1.4	2.0	1.9	-0.9
COC(=O)C1CCN(C(=O)COC(=O)COc2ccc(C#N)cc2)CC1	1.1	-9.5	1.7	0.1	-3.8	47.0	0.5	-0.1	-1.0

3 entries from above in another layout:
smiles,BaF3 tox,Calpain2 inh,TRPML3 agonist,zfTRPN1 agonist,S1P4 antag,EP2 mod,PERK inh,S1P4 ag,Ba/F3 V617F tox
CCCOC(=O)c1cc(=O)[nH]c2ccccc12,97.4*,-217.7,0.1,-1.6,4.4,8.4,0.7,1.6,1.6
CCOC(=O)N1CCN(Cc2oc(CO)cc(=O)c2O)CC1,-0.4,-11.5,0.6,0.9,4.0,1.1,1.0,0.7,-1.0
c1csc(CNc2ncnc3sccc23)c1,36.3*,/,2.6,8.5,-17.3,/,0.5,-0.9,33.6*
